# PTPN22 inh 2 – inhibitors of human LYP (PTPN22) phosphatase. recombinant LYP catalytic domain, DiFMUP fluorescence. AID 640. Q9Y2R2. inhibition, % at 2 µM. 96,000 compounds, 0.21% hits;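 active = inhibition at 2 µM at or above a set limit, the screen mean plus 3 SD, cut at about 24% in these data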;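 also: 0% = DMSO with enzyme and 100% = enzyme fully blocked by orthovanadate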
# Target sequence (Q9Y2R2 whole entry, looked up, the tested form may be a part): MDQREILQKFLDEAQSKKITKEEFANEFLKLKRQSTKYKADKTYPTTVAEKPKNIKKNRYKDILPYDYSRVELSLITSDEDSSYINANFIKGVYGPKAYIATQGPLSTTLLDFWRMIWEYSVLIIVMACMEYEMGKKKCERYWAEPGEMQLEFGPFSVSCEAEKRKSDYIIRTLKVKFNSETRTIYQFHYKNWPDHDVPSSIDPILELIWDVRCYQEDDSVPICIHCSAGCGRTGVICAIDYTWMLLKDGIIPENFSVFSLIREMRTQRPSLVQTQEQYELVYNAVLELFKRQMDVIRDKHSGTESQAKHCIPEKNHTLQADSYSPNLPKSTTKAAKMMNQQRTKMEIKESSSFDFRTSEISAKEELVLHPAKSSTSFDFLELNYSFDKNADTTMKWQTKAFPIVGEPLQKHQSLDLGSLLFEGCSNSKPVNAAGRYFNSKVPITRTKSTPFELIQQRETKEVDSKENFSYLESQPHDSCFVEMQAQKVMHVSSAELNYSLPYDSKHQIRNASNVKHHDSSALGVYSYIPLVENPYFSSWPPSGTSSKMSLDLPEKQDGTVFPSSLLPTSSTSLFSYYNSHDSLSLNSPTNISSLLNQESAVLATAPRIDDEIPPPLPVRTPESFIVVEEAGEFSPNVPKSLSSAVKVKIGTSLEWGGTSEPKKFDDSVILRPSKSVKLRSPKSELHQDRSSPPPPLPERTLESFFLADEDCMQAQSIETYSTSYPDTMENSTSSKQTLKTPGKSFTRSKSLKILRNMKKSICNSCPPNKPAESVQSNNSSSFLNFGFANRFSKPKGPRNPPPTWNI
# PostGolgi yeast – growth inhibition of a yeast mutant, post-Golgi transport screen | post-Golgi transport phenotypic cell assay | inhibition, % at 10 µM | 98,000 compounds, 0.9% hits;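 also: yeast cells grown in 1536-well plates; yeast grown about 18 h at 30C before absorbance read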
# S1P2 agonist – S1P2 (human) receptor agonism. 97,000 compounds, 0.46% hits. AID 729. activation, % at 4.5 µM. S1P2-expressing cell line, agonist reporter read-out. O95136; in the data active = activation above about 16%;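 also: 0% = vehicle low control and 100% = maximal reference agonist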
# LYP act – increases human PTPN22 phosphatase activity. AID 697. Q9Y2R2. recombinant LYP, DiFMUP fluorescence; 0 = plate median, 100 = signal doubled. activation, % at 2 µM. 96,000 compounds, 0.11% hits;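 active = activation at 2 µM above a set limit, the mean plus 5 SD, cut at about 37% in these data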
# S1P2 antag – antagonists of human S1P2 receptor | O95136 | cell-based S1P2 antagonist assay, inhibition at 5 uM | inhibition, % at 5 µM | 97,000 compounds, 0.21% hits; in the data active = inhibition above about 45%;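 also: CRE beta-lactamase reporter cells expressing human S1P2 stimulated with S1P; 0% = agonist at EC80 alone and 100% = agonist plus reference antagonist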
# PostGolgi ctrl – growth of the yeast control strain, post-Golgi counter-screen; efflux-deficient yeast background strain, growth absorbance A615, 16 h; inhibition, % at 10 µM; 98,000 compounds, 5% hits; AID 738
# HIV Rev-RRE inh – inhibitors of HIV-1 Rev-RRE RNA interaction | AID 704 | 97,000 compounds, 0.79% hits | Rev peptide-RRE RNA binding, FRET | inhibition, % at 8 µM | P05866;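 active = inhibition above the screen-wide mean plus 3 SD, cut at about 35% in these data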;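 also: 0% = median DMSO wells and 100% = median Neomycin B control wells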
# Target sequence (P05866 whole entry, looked up): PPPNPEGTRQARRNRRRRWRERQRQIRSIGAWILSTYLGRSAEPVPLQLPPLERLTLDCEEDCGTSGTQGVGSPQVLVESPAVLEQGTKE
#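 Assay system: Labelled RRE RNA duplex and labelled Rev peptide | Times: 5 min preincubation and 15 min binding, 25 °C | Detection: FRET, ex 480 nm, em 540 and 671 nm | Evaluation: % inhibition of FRET ratio versus controls | Benchmarks: DMSO wells as 0% and neomycin B wells as 100% inhibition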
# FAK blocker – blocks human focal adhesion kinase activity. AID 727. Q05397. biochemical FAK kinase activity assay. 97,000 compounds, 0.84% hits. inhibition, %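 (tested at 7 µM)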; in the data active = inhibition above about 19%;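 also: 0% = DMSO and 100% = reference compound high control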
# EphB4 antag – antagonists of human EphB4-ephrin-B2 interaction | P54760 | EphB4 LBD / TNYL-RAW-Alexa532 peptide, fluorescence polarization | inhibition, % at 7 µM | 97,000 compounds, 0.15% hits;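 active = inhibition above the screen-wide mean inhibition plus 3 SD, cut at about 15% in these data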;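 also: 0% = DMSO wells and 100% = excess unlabeled TNYL-RAW peptide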
# The depositor's hits bear a star; . = no result given. Rule as the data show it, unless noted: active = inhibition above about 30%; inactive = the rest.
SMILES,PTPN22 inh 2,PostGolgi yeast,S1P2 agonist,LYP act,S1P2 antag,PostGolgi ctrl,HIV Rev-RRE inh,FAK blocker,EphB4 antag
Cc1cc(=O)n2c(n1)OC(CO)C2 (stereo not drawn),2,-1,-3,-5,21,2,8,1,5
O=C(CSCc1ccccc1Cl)NN=C1CCCCCC1,1,-1,-4,2,6,-6,5,-1,-1
C=CCn1c(SCC(=O)c2c(N)n(C)c(=O)n(C)c2=O)nc2sc(C)c(C)c2c1=O,13,4,-3,-13,8,16,1,-2,-9
CCc1ccccc1NC(=O)CSc1nnc([C@@H]2CCCN2C(=O)OC(C)(C)C)o1,0,0,-1,-3,3,-3,-6,2,0
CCOC(=O)Cc1csc(NC(=O)COc2ccccc2OC)n1,-16,1,0,16,7,16,-3,1,8
Nc1nc(-c2cccnc2)nn1C(=O)Cc1ccccc1,8,4,-2,-12,-5,-2,5,0,-7
Cn1c(CCNC(=O)c2ccc(Cl)c(Cl)c2)nnc1SCc1ccc(Cl)c(Cl)c1,6,-6,-3,-1,-6,-1,-1,4,-11
CCc1ccccc1NC(=O)c1cc2sccc2n1C,1,4,-4,-5,-7,9,1,5,-3
COc1ccc(NC(=O)CSc2nnc(-c3ccccn3)n2N)c(OC)c1,0,4,-6,-2,11,-3,3,2,-1
Cc1ccc(-c2nnn(CC(=O)NCC3CC3)n2)o1,-10,0,-3,12,9,6,6,2,-1
CNS(=O)(=O)c1ccc(OC)c(-c2nnc3c4ccccc4c(C)nn23)c1,-20,-1,6,22,-16,-3,-4,0,-4
CC(O)Cc1nsc(NC(=O)c2ccc(Br)o2)n1 (stereo not drawn),-1,0,-4,4,-1,5,3,-1,-4
COCCNS(=O)(=O)c1cc(-c2nn(C)c(=O)c3ccccc23)ccc1C,-1,1,11,0,-7,9,3,-3,-3
Cn1c(C(=O)O)c(CC(=O)NCC2COc3ccccc3O2)c2ccccc21 (stereo not drawn),0,0,-4,-2,4,-5,3,-5,0
CC1C(=O)CCN(C(C)(C)C)C1C (stereo not drawn),-12,-11,-2,17,10,-1,3,-7,-7
Cc1ccc2c(c1)N(CCC(=O)NCC1CCCO1)C(=O)CO2 (stereo not drawn),0,-6,1,0,14,6,1,-3,-11
COc1ccc(CSc2nnc(CNS(C)(=O)=O)o2)cc1,-10,-3,-5,11,-7,-2,6,-1,-10
C/C(=N/NC(=O)c1cc(C2CC2)[nH]n1)c1cccs1,1,1,-4,-5,-27,3,0,0,-2
Clc1ccc(/C=N/Nc2nc(Cl)nc3ccccc23)cc1,1,-15,1,2,9,12,5,5,-5
Cc1cc(C(=O)CSc2nnc(-c3ccco3)o2)c(C)n1-c1ccc2c(c1)OCCO2,1,-6,-6,-3,25,13,10,0,3
CCCC(=O)Nc1ccc(S(=O)(=O)Nc2cc(C)nc(C)n2)cc1,2,-1,1,-4,-4,-9,4,8,-1
CN(C)S(=O)(=O)c1cccc(C(=O)Nc2cccnc2)c1,-1,5,-6,4,1,5,7,-1,-1
Cc1ccc(NC(=O)CCC(=O)OCC(=O)c2ccc(Oc3ccc([N+](=O)[O-])cc3)cc2)cc1C,1,1,-4,-1,-11,2,2,3,1
O=c1c2ccccc2sn1-c1ccc(S(=O)(=O)N2CCCCC2)cc1,17,.,-7,-13,6,.,7,0,-7
Fc1ccc(C(c2nnnn2Cc2cccs2)N2CCN(C3CCCC3)CC2)cc1 (stereo not drawn),-4,12,-6,-1,-2,13,5,-1,4
COCCNC(=O)c1ccc(NC(C)=O)cc1,2,-7,0,-1,-30,5,0,0,4
c1cc(CNc2ccc3c(c2)OCCO3)ccn1,-5,-2,-5,4,-14,9,2,-1,-1
CCOC(=O)c1cnn(-c2ccccc2)c1NC(=O)CSc1nnc(-c2cccs2)n1CC,-3,1,-3,3,-8,6,9,0,8
CCN(CC)c1ccc(/C=N/n2c(C)cc(C)cc2=O)cc1,-6,-7,-7,5,0,-3,-3,0,-4
CCCCCCn1cnc2c(c1=O)c1nc3ccccc3nc1n2Cc1cccs1,-2,5,-3,0,-8,9,8,3,-13
CCCCCc1c(C)c(C#N)c2nc3ccccc3n2c1-n1ccnc1C,-2,-4,1,2,6,15,1,-1,-3
O=C(NCC1COc2ccccc2O1)C1CCC(CNc2c(N3CCCCC3)c(=O)c2=O)CC1 (stereo not drawn),-4,-6,.,2,.,1,.,.,.
CC1CCN(S(=O)(=O)c2ccc(C(=O)Nc3sccc3C(N)=O)cc2)CC1,0,0,-5,-3,23,20,6,3,7
COc1ccccc1CNC(=O)CN(c1ccc(C)cc1)S(=O)(=O)c1c(C)n[nH]c1C,-1,2,-8,2,4,-2,2,-1,0
COc1ccccc1CC(=O)N1CCCc2ccccc21,4,3,-5,-4,-4,0,-6,-1,-3
Cc1ccccc1N1C(=O)c2ccccc2C1Nc1cccnc1 (stereo not drawn),-7,3,-3,4,-15,3,0,-4,-9
CC(C)(C)S(=O)(=O)c1nc2ccccc2s1,16,-1,-4,-15,25,7,9,5,4
COc1cc(/C=C/C(=O)O)cc(S(=O)(=O)N(C)CCO)c1OC,14,-11,-3,-8,5,24,6,1,-9
Fc1cnc(N2CCc3ccccc32)nc1N1CCc2ccccc21,-10,-4,-4,10,0,3,14,2,-2
COc1ccc(C(=O)Nc2sc(C)c(-c3ccccc3)c2C#N)cc1OC,-2,9,-7,5,13,16,4,-2,8

# Brought forward from above: 3 entries, followed by the next part.
SMILES,PTPN22 inh 2,PostGolgi yeast,S1P2 agonist,LYP act,S1P2 antag,PostGolgi ctrl,HIV Rev-RRE inh,FAK blocker,EphB4 antag
COc1cc(/C=C/C(=O)O)cc(S(=O)(=O)N(C)CCO)c1OC,14,-11,-3,-8,5,24,6,1,-9
Fc1cnc(N2CCc3ccccc32)nc1N1CCc2ccccc21,-10,-4,-4,10,0,3,14,2,-2
COc1ccc(C(=O)Nc2sc(C)c(-c3ccccc3)c2C#N)cc1OC,-2,9,-7,5,13,16,4,-2,8
CCC(C)(C)NC(=O)C(c1ccncc1)N(Cc1ccc(C)cc1)C(=O)c1csnn1 (stereo not drawn),-4,.,-3,1,-25,.,-4,-3,-6
CCC(C(=O)NCc1ccco1)n1nc(-c2ccc(OC)cc2)ccc1=O (stereo not drawn),14,10,-2,-15,11,-11,2,4,2
CC1(C)CC(=O)C2=C(C1)OC(N)=C(C#N)C21C(=O)N(Cc2ccccc2Cl)c2ccccc21 (stereo not drawn),18,-2,-3,-18,-11,4,7,-1,0
CC(=O)NCCn1c(SCc2ccccc2F)nc2ccccc2c1=O,5,0,-7,-7,-2,5,6,10,8
O=C(CCc1ccc(S(=O)(=O)N2CCOCC2)cc1)Nc1ccc2ccccc2c1,-11,-4,-9,11,-7,4,1,1,5
COc1cc(/C=N\n2nnnc2N)ccc1OCc1ccc(F)cc1,-1,-1,-9,-1,-4,12,9,-8,-2
O=C1c2ccccc2-c2c1nc1c([n+]2[O-])CCCC1,-1,15,0,0,-1,5,5,4,-10
CCCc1nc2ccc(NC(=O)NCCC(=O)OCC)cc2c(=O)n1Cc1cccc(Cl)c1,12,-2,-2,-15,-6,2,-7,2,-4
O=C(CCc1nc2cccnc2n1Cc1ccccc1)N1CCOCC1,-5,-19,-11,7,5,-4,-1,0,-2
CC(=O)N1CCN(S(=O)(=O)c2cccc(C(=O)NC3CCCc4ccccc43)c2)CC1 (stereo not drawn),-22,19,-6,26,0,11,-3,-3,6
COC(=O)c1nn(-c2ccccc2)c(Sc2ccccc2)c1/C=N/O,-3,-3,-1,7,12,1,-3,-9,12
CCC(=O)N1CCc2cc(S(=O)(=O)NCCC(=O)N3CCN(Cc4ccccc4)CC3)ccc21,3,-6,-2,-3,-8,5,4,2,-2
CCOC(=O)N1CCN(C(=O)C2CCC(CNS(=O)(=O)c3ccccc3)CC2)CC1 (stereo not drawn),-5,1,-2,4,6,12,-2,2,-1
CC1CCCC(C)N1CCCNC(=O)c1cc2c(=O)n(C)c3ccccc3c2n1C (stereo not drawn),6,-1,-6,-9,-30,1,2,12,3
N#CC1=C(SCC(N)=O)NC2=C(C(=O)c3ccccc32)C1c1ccc(Cl)cc1 (stereo not drawn),1,4,-5,1,14,11,10,-3,-1
COc1ccc(C)cc1S(=O)(=O)N(C)CC(=O)Nc1ccccc1,-5,-4,-1,4,-28,5,-1,-1,-6
CCOC(=O)C1CCCCN1Cc1ccc(C(F)(F)F)cc1 (stereo not drawn),-1,5,-1,2,-20,13,3,2,-6
CO/N=C(\Cn1ncc(N2CCCC2)c(Cl)c1=O)c1ccc(Cl)cc1,-2,10,0,6,-50,17,8,4,3
CCOC(=O)c1cc2sccc2n1Cc1ccccc1,7,20,-5,-5,7,15,12,3,2
Cc1cc(C)cc(Oc2nc(-c3ccccc3)cc(C)c2S(C)(=O)=O)c1,7,0,-7,-6,-14,45*,9,1,6
CCOC(=O)c1cnc2cc3c(cn2c1=O)CCCC3,12,11,-5,-13,5,5,10,-3,4
COc1ccc(OC)c(C2C(C(N)=O)=C(C)Nc3nc(CCCO)nn32)c1 (stereo not drawn),5,2,-3,-7,22,11,12,8,6
CCn1c(COc2ccccc2C)nnc1SCC(=O)N1CCN(c2ccccc2)CC1,17,-8,-2,-13,-6,19,-3,6,-1
Nc1nc(SCC(=O)N2N=C3/C(=C/c4ccco4)CCCC3C2c2ccco2)n[nH]1 (stereo not drawn),-3,10,-3,5,-3,3,7,3,1
COc1ccc(S(=O)(=O)NCc2ccc3c(c2)cc(C)n3C)cc1,-4,-5,-5,3,-1,4,9,0,1
CCCC(=O)c1c[nH]c(C(=O)NCCc2ccccn2)c1,-2,8,-7,6,19,-2,-3,-2,-10
N=c1n(Cc2ccccc2)c2ccccc2n1CC(O)COc1ccccc1 (stereo not drawn),-2,-8,-8,-1,21,-9,5,-1,1
O=C(NCCc1cccs1)C1CC(c2ccc([N+](=O)[O-])cc2)=NO1 (stereo not drawn),-5,-1,-2,10,13,-3,-1,5,4
Cc1nn(C)c(Oc2cccc(Cl)c2)c1C=O,10,-2,-3,-7,18,3,8,3,0
COc1ccc(C(=O)NCc2nnc(SCC(=O)Nc3cc(C)cc(C)c3)o2)cc1OC,-3,-10,-1,2,25,-4,2,2,1
COc1ccc2nc(NC(=O)c3ccc4ncsc4c3)sc2c1,-11,5,-3,7,-12,2,-6,5,-3
Cc1ccc(S(=O)(=O)CCSc2nc(C)cc(C(F)(F)F)c2C#N)cc1,6,.,-4,-7,0,.,64*,2,-3
Cc1ccc(S(=O)(=O)NC(=O)c2cc(C)n(-c3cc(S(=O)(=O)N4CCOCC4)ccc3N3CCCC3)c2C)cc1,4,-2,-1,-2,-4,2,-4,1,-1
O=C(Cn1c(CC(=O)N2CCCC2)nc2ccccc21)NCc1ccccc1,-15,-2,-4,15,9,9,1,2,-15
CC(C)n1cc(-c2ccc(Cl)cc2)cc(C#N)c1=O,-7,1,3,6,-22,5,28,2,3
COc1ccc(-c2nnn(CC(=O)Nc3sc4c(c3C#N)CCCC4)n2)cc1,-2,-2,-7,0,-8,3,-1,0,-2
CCn1ncc(Br)c1C(=O)Nc1sc2c(c1C(=O)OC)CCC2,8,.,-2,-12,-9,.,9,-4,5

# Reprinted at random: 3 compounds from above
SMILES,PTPN22 inh 2,PostGolgi yeast,S1P2 agonist,LYP act,S1P2 antag,PostGolgi ctrl,HIV Rev-RRE inh,FAK blocker,EphB4 antag
COc1ccc(OC)c(C2C(C(N)=O)=C(C)Nc3nc(CCCO)nn32)c1 (stereo not drawn),5,2,-3,-7,22,11,12,8,6
CCn1ncc(Br)c1C(=O)Nc1sc2c(c1C(=O)OC)CCC2,8,.,-2,-12,-9,.,9,-4,5
Cc1ccc(S(=O)(=O)CCSc2nc(C)cc(C(F)(F)F)c2C#N)cc1,6,.,-4,-7,0,.,64*,2,-3

# Assay outcomes deposited in PubChem BioAssay by several laboratories.
